MITF TRPM1 HTS: activators of MITF-driven TRPM1 promoter activity in SK-MEL-5 cells. SK-MEL-5 TRPM1-promoter luciferase, 24 h; % of positive control, neutral wells = 0. activation, % at 12.5 µM. 300,000 tested, 0.75% active;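 active means mean activation of at least 80% with every replicate also reaching 80%; inconclusive means mean reaches 80% but some replicate falls short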;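 further: 0% = neutral control wells and 100% = parthenolide positive control wells; values of inactives mirror those of a sister screen read the other way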
Wnt bcat act: Wnt/beta-catenin pathway activation. activation, % at 9.35 µM. 300,000 tested, 1.2% active. Wnt/beta-catenin reporter cell assay, activator, plate reader; in the data active means activation above about 30%, passing the limit was not always enough; inconclusive means no clear call, values can overlap the other calls;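 further: 0% = neutral control wells and 100% = positive control wells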
CDK5 inh: blocks human CDK5/p35 kinase activity; 330,000 tested, 0.01% active; Recombinant CDK5/p35, ADP-Glo luminescence, 60 min; inhibition, % at 10 µM; Q00535+Q15078;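 active means highest replicate inhibition of at least 50% and at least 75% of replicates reaching 50%; inconclusive means only one of the two criteria met; inactive means both criteria failed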;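 further: plate controls were DMSO neutral control for no effect and GW8510 at 10 µM for full effect; many of its hits are not listed in these tables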
Target sequence (Q00535 whole entry, looked up): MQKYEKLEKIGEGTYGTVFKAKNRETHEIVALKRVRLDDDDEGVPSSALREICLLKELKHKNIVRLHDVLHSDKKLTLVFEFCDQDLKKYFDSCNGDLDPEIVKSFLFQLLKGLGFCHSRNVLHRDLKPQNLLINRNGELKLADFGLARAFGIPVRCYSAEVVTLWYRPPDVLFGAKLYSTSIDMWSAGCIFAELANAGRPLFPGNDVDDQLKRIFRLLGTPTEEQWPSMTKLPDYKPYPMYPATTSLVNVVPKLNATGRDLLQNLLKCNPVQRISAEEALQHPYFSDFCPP
Target sequence (Q15078 whole entry, looked up): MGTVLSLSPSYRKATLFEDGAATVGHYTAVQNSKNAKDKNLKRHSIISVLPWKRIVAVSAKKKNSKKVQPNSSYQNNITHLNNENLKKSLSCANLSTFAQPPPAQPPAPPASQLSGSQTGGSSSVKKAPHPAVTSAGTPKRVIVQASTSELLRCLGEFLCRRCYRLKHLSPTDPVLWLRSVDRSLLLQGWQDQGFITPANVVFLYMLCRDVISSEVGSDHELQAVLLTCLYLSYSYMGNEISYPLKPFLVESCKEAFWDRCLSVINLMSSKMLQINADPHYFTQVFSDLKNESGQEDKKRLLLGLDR
SR-BI DiI-HDL act: activators of SR-BI mediated HDL lipid uptake; activation, % at 12.5 µM; CHO ldlA[mSR-BI] cells, DiI-HDL uptake fluorescence, 3 h; 100 = double the neutral-control signal; AID 504775; 320,000 tested, 0.096% active;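 active means mean replicate activation of at least 60% and every replicate at or above 60%; inconclusive means mean or all-replicate condition met, but not both; inactive means mean below 60% and not all replicates reaching 60%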;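 further: 0% = median plate neutral-control signal and 100% = twice that signal; values of inactives mirror those of a sister screen read the other way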
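Test system: SR-BI-overexpressing, LDLR-lacking CHO cells; Also added: labelled HDL, 10 µg/mL; Measured by: bottom-read cell fluorescence after medium removal, ex 550/em 595 nm; Timing: 3 h uptake period with compound, 37 °C; Buffer or medium: F12, 0.5% BSA, 25 mM HEPES; Doses: single compound concentration, delivered by pin transfer.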
Rtt109 Vps75: C. albicans Rtt109 histone acetyltransferase inhibition; 330,000 tested, 0.16% active; AID 540336; purified Rtt109/Vps75, ThioGlo CoA-SH fluorescence, 4 h; inhibition, % at 34.9 µM;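 active means inhibition of at least 50% in every replicate; inconclusive means best replicate reaches 50% inhibition but some replicates fall short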
HTR5A ag ctr: counter-screen for OPRM1-OPRD1 agonists: human HTR5A agonism. P47898. HTR5A agonist assay, luminescence, cell-based. activation, % at 9.3 µM. 340,000 tested, 0.61% active. AID 504692; in the data active means activation mostly above about 9.5%, no sharp cut-off; inactive means mostly below about 7.6%;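 further: 0% = cells with vehicle only and 100% = reference agonist; strong numbers were not always called active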
SR-BI DiI inh: blocks mouse SR-BI lipid uptake from DiI-HDL. ldlA[mSR-BI] CHO cells, DiI-HDL uptake fluorescence, 3 h. inhibition, % at 12.5 µM. 320,000 tested, 0.96% active. AID 488896;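 active means mean replicate inhibition of at least 70% and a set share of replicates each scoring 70 or more; inconclusive means meets just one of the two criteria; inactive means fails both criteria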;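 further: 0% = median of neutral control wells and 100% = median of positive control wells; values of inactives mirror those of a sister screen read the other way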
Target sequence (Q61009 whole entry, looked up): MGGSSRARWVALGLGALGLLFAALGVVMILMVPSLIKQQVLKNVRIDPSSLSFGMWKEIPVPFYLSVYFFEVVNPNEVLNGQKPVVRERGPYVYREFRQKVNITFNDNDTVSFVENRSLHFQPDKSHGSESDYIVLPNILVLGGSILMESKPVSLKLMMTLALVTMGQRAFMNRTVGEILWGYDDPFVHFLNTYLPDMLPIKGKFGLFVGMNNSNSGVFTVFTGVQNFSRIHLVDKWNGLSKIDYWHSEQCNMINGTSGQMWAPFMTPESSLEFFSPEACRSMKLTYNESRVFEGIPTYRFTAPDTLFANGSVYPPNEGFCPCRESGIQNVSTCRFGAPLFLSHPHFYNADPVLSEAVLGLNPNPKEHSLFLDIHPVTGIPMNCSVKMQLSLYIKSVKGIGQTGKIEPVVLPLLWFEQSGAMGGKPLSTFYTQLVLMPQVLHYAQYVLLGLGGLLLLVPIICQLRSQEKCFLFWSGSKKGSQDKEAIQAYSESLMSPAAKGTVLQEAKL
dFosB act: enhances mouse delta FosB homodimer DNA binding | P13346 | purified delta FosB, TAMRA-CDK5 oligo fluorescence polarization; percent of positive-control signal above neutral wells | activation, % at 25 µM | 340,000 tested, 0.99% active | AID 493131;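 active means mean activation above about 17%, with every replicate also reaching it, limit read from the data, passing the limit was not always enough; inconclusive means only one of the two conditions met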;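 further: fluorescence polarization rise as delta FosB binds a TAMRA Cdk5 AP-1 oligo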
PvdQ inh: P. aeruginosa PvdQ acylase inhibition | purified PvdQ acylase, fluorescence plate reader | inhibition, % at 10 µM | 340,000 tested, 0.063% active; in the data active means inhibition above about 30%, passing the limit was not always enough; inconclusive means no clear call, values can overlap the other calls;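 further: 0% = vehicle neutral wells and 100% = reference inhibitor wells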
cardiac RTF act: increases calcium sensitivity of human cardiac regulated thin filaments; P19429+P45379; IANBD-labeled TnC RTF fluorescence at EC20 calcium; 0% EC20 calcium, 100% full calcium; activation, % at 7.2 µM; 340,000 tested, 0.24% active; AID 493008;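 active means activation above the mean over all tested compounds plus 3 SD, cut at about 30% in these data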;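 further: rise in fluorescence read as greater calcium sensitivity of cardiac thin filaments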
Numbers without * were called inactive; i = inactive; ? = inconclusive; . = not tested or not shown.

SMILES	MITF TRPM1 HTS	Wnt bcat act	CDK5 inh	SR-BI DiI-HDL act	Rtt109 Vps75	HTR5A ag ctr	SR-BI DiI inh	dFosB act	PvdQ inh	cardiac RTF act
COc1ccc2sc(NC(C)=O)nc2c1	54	48*	-0.1	6	2	3	-6	0	7	-6
CC12CCC(=O)N1C(C(=O)NNC(=O)COc1ccccc1Cl)CS2 (stereo not drawn)	-5	1	0.0	13	5	-3	-13	-2	-4	0
Cc1ccc(C2CC(=O)C=C(O)C2)cc1 (stereo not drawn)	-1	-1	-1.5	22	0	0	-22	-7	-5	-2
O=C(NNc1c(Cl)cccc1Cl)c1sccc1Cl	.	0	-0.7	-4	7	7	4	-4	-1	0
Cc1nn2c(-c3cccnc3)ccnc2c1-c1ccccc1	44	26	-4.0	-2	0	-3	2	-6	-2	-3
Cc1c(C(=O)OCC(=O)Nc2c(C)n(C)n(-c3ccccc3)c2=O)oc2ccccc12	5	.	-0.3	-4	0	0	4	-1	-7	11
CCOCC(=O)Nc1cc(OC)c(Cl)cc1OC	11	-1	-1.9	44	0	-2	-44	4	-13	-6
O=C(NCc1ccco1)C1CC(=O)N(c2cccc(Cl)c2)C1 (stereo not drawn)	17	-3	0.4	-58	-1	11	58	-4	-10	3
NS(=O)(=O)c1ccc2nc(NC(=O)c3ccc4c(c3)OCCO4)sc2c1	9	2	-0.9	-61	11	6	61	?	-14	7
CC1CCC(C(C)C)C(OCC(O)CN2CCOCC2)C1 (stereo not drawn)	-5	-4	3.1	-18	1	5	18	2	14	3
CC(C)Sc1ncnc2c1cnn2-c1ccccc1	40	4	-0.2	3	-5	-2	-3	-10	-19	5
COc1ccc(C(=O)O)cc1S(=O)(=O)NC(C)C12CC3CC(CC(C3)C1)C2 (stereo not drawn)	-1	-2	0.8	29	7	0	-29	-6	-4	-2
CCCS(=O)(=O)N1CCN(CC2CC=CCC2)CC1 (stereo not drawn)	.	-3	0.9	2	-5	-4	-2	3	9	1
Cc1cc(=O)oc2cc(OCC(=O)Nc3cccnc3)ccc12	22	-1	-3.3	0	4	2	0	-8	-8	-6
CCCc1nn2c(=O)cc(CSCC(=O)Nc3cccc(C)c3)nc2s1	7	0	0.8	4	1	-2	-4	-12	-7	-6
COCCNC(=O)COC(=O)c1ccc(OCC(=O)Nc2ccccc2OC)c(OC)c1	-1	2	3.6	-35	-1	-5	35	-6	6	1
COc1cccc(-n2cnc3cccc(N)c32)c1	-1	1	-1.0	-7	21	5	7	-4	10	-6
CC(=O)NS(=O)(=O)c1ccc(NC(=O)CCc2ccccc2)cc1	12	0	2.7	21	1	-2	-21	6	-1	10
COc1ccc(C(CCN(Cc2ccc(OC)c(OC)c2)C(C)=O)c2ccccc2)cc1 (stereo not drawn)	-4	.	-0.4	3	3	-4	-3	-24	-8	-6
O=C(c1ccc(S(=O)(=O)Cc2ccccc2F)c([N+](=O)[O-])c1)N1CCCCCC1	-16	-2	0.2	-8	7	4	8	-12	10	9

One compound at a time (already shown). Values in the order: MITF TRPM1 HTS	Wnt bcat act	CDK5 inh	SR-BI DiI-HDL act	Rtt109 Vps75	HTR5A ag ctr	SR-BI DiI inh	dFosB act	PvdQ inh	cardiac RTF act
`CC(C)Sc1ncnc2c1cnn2-c1ccccc1` as listed: 40	4	-0.2	3	-5	-2	-3	-10	-19	5
`CCCS(=O)(=O)N1CCN(CC2CC=CCC2)CC1` (stereo not drawn) as listed: .	-3	0.9	2	-5	-4	-2	3	9	1

Next structures
SMILES	MITF TRPM1 HTS	Wnt bcat act	CDK5 inh	SR-BI DiI-HDL act	Rtt109 Vps75	HTR5A ag ctr	SR-BI DiI inh	dFosB act	PvdQ inh	cardiac RTF act
COCCNC(=O)c1ccc2c(c1)CCN2S(C)(=O)=O	11	4	-0.2	18	4	4	-18	-6	-9	5
O=C(NCc1ccccc1)c1cc2ccc(O)cc2oc1=O	47	7	0.1	11	i	-2	-11	-3	-1	-1
Cc1c(C(=O)O)sc2nc3n(c(=O)c12)CCCCC3	-7	-3	-0.8	0	-1	3	0	4	-12	-7
O=C(Cn1c(C(=O)N2CCN(C3CCCC3)CC2)cc2sccc21)c1ccccc1	-9	-3	0.6	13	12	3	-13	-6	-18	2
COC(=O)CNC(=O)C1Cc2ccccc2CN1S(=O)(=O)c1cccs1 (stereo not drawn)	0	0	1.9	.	-2	2	.	-2	-5	0
CCOc1ccccc1Nc1nc(-c2sc(NC(=O)c3cccc(Cl)c3)nc2C)cs1	16	0	0.7	-104	7	-5	104*	6	-6	-3
CC(C)N(C(=O)CSc1nnc(C2CC2)n1C1CC1)c1ccccc1	-12	0	1.0	-18	3	0	18	3	4	6
O=C(NCCCCNC(=O)c1ccccc1Cl)c1ccccc1Cl	2	-1	0.3	11	5	-5	-11	-12	-4	12
CC(=O)Oc1ccc2c(C)cc(=O)[nH]c2c1	-4	.	0.8	32	4	-2	-32	-3	-2	-2
c1ccc(Nc2cccc(Nc3ccccc3)c2)cc1	22	.	-1.4	-18	-1	4	18	2	20	-5
COc1ccc(NC(=O)c2cc(-c3cccnc3)nc3c(C)c(C)ccc23)c(OC)c1	11	-4	-1.1	-61	-5	-3	61	-11	-13	-7
O=C(C1=C(O)C(=O)N(CCN2CCOCC2)C1c1cccs1)c1cc2ccccc2o1 (stereo not drawn)	10	5	-0.4	.	-11	3	.	-9	-1	4
COc1ccc(CCNC(=O)CCCn2c(=O)[nH]c3cc(OC)c(OC)cc3c2=O)cc1OC	1	-2	-0.9	10	-3	3	-10	-7	-8	-4
O=C(NNC(=S)Nc1ccc(Br)cc1Cl)c1ccco1	2	-1	-0.8	28	2	1	-28	5	-3	-6
CCOC(=O)c1cccc(NC(=O)CCCn2c(=O)c3cccn3c3cccnc32)c1	8	-1	.	-16	4	5	16	-17	-14	9
CCOC(=O)c1ccc(NC(=O)CN2CCc3ccccc3C2)cc1	.	7	-1.5	-27	20	1	27	-4	9	3
COc1ccc(C(=O)NC(CCSC)C(=O)N2CCCCCC2)cc1 (stereo not drawn)	-2	1	-0.8	-4	2	0	4	-5	1	-9
COc1ccc(CCC(=O)Nc2cc3c4c(c2)CC(=O)N4CCC3)cc1	-1	1	-1.9	-29	-3	-3	29	-4	-9	-3
COc1ccc(-c2n[nH]c(C)c2-c2ccc(Cl)cc2)c(O)c1OC	.	5	-1.1	-34	13	-3	34	-1	-4	4
O=C(NCC(=O)N1CCCC(C(F)(F)F)C1)c1cccs1 (stereo not drawn)	19	5	-0.8	17	0	-2	-17	-7	-6	5
CCC(C(=O)Nc1ccc2[nH]ncc2c1)c1ccccc1 (stereo not drawn)	22	-1	4.4	-33	2	-3	33	3	-9	-5
COCc1cc(C)nc2sc(C(=O)OC)c(N)c12	.	0	1.4	-4	-12	2	4	-5	-12	2
C=C(C)CN(CC)C(=O)Cn1cnc2c(oc3ccccc32)c1=O	5	6	-2.9	-2	-2	3	2	-10	-8	0
Cc1ccc2ccccc2c1NC(=O)Cn1nnc(-c2cccnc2)n1	12	0	2.5	7	-7	2	-7	1	14	-6
COc1cccc(C(=O)OCC(=O)NCCc2ccccc2)c1OC	5	0	-0.3	5	4	3	-5	-7	3	0
Cc1cccc(N(CC(=O)NCc2ccco2)C(=O)CCC(=O)Nc2nccs2)c1	-3	-1	-0.9	10	-2	0	-10	-2	-7	11
Cc1nc2ccccn2c1C(=O)NCc1cccnc1	-8	-4	0.0	12	0	-1	-12	3	-2	0
CN(C)CC(C)(C)CNC(=O)c1cc(Br)cc(Br)c1O	17	-1	1.1	18	-5	-4	-18	-1	-5	0
CCOC(=O)Cn1ncn(-c2ccc(OC(F)(F)F)cc2)c1=O	4	9	-0.5	20	-5	2	-20	6	-12	3
O=C(NCCC1=CCCCC1)C(=O)NCC(c1ccco1)N1CCN(c2ccccc2F)CC1 (stereo not drawn)	-1	-2	0.6	-40	3	0	40	-4	-1	-19
Cc1nn(-c2ccccc2)c(C)c1C(=O)OCC(=O)Nc1ccccc1	86*	21	1.3	16	3	4	-16	-15	-7	-4
C=CCn1c(COc2cccc3cccnc23)nnc1SCC(=O)O	-1	-1	-0.7	.	-5	4	.	-14	-9	-4
COc1ccc(NC(=O)CN(C)C(=O)CCCc2nc3ccccc3s2)cc1	5	0	1.4	11	-6	0	-11	-5	-13	-1
O=C(CSc1nnc(-c2ccccc2)n1-c1ccc(Cl)cc1)N/N=C/c1ccco1	1	.	-4.3	16	-19	-4	-16	-13	2	11
CCCCn1c(N)c(N(CCOC)C(=O)Cn2c(=O)cnc3ccccc32)c(=O)[nH]c1=O	2	-4	2.2	7	0	1	-7	-8	-12	3
COc1ccc(NS(=O)(=O)c2cc(C(=O)N3CCCCCC3)ccc2C)cc1	1	0	-1.9	.	3	-2	-12	-1	-10	3
Cc1csc(CN(C)C(=O)CC2C(=O)NCCN2Cc2ccc(Cl)c(F)c2)n1 (stereo not drawn)	2	-1	.	17	-4	0	-17	-8	-6	4
C=CCNC(=S)NNc1nc2sc3c(c2c(=O)[nH]1)CC(C)(C)OC3	-10	-1	1.6	32	-1	0	-32	1	-10	0
Cc1cc(C(=O)N2CCCC(N3CCN(c4ccccc4C)CC3)C2)nc(C)n1 (stereo not drawn)	0	0	0.2	5	-10	6	-5	-8	-13	3
Cc1ccc(NC(=O)CCOc2ccccc2)cc1S(=O)(=O)Nc1ccccc1Cl	-5	-8	-0.1	3	-11	-2	-3	-4	-5	-3
O=C(NCCc1nc(-c2ccccc2)no1)c1ccco1	9	0	-0.3	5	-18	-2	-5	-16	-14	6
Cc1csc(SCC(=O)NCCc2ccc(Cl)cc2)n1	3	-1	1.2	11	-7	-4	-11	-6	-17	2
Cc1ccc(NC(=S)NC(=O)c2ccc(-c3ccc(Cl)cc3)o2)c(O)c1	-14	-1	1.6	-5	7	-5	5	-6	0	0
O=C(O)CC/C(=N\NC(=O)c1ccc(F)cc1)c1ccc(Br)cc1	7	9	0.2	15	3	-3	-15	-2	6	0
CC1=NN(C(=O)c2ccccc2Cl)C(O)(c2ccccc2)C1 (stereo not drawn)	.	0	0.6	13	5	3	-13	2	-4	-2
O=C(NCc1ccco1)C1CCN(c2ccc(S(=O)(=O)N3CCOCC3)cc2[N+](=O)[O-])CC1	-4	-2	0.4	-1	1	-2	1	-5	1	-3
CN(C)/C=C/C(=O)c1c(F)cccc1F	.	17	5.3	1	3	2	-1	2	7	-4
CCOc1ccc(NC(=O)CN(C)C(=O)c2cccnc2Sc2ccccc2Cl)cc1OCC	0	27	0.0	-23	12	-5	23	0	-5	-4
O=C(NC(=S)N1CCOCC1)c1ccccc1Cl	-10	-3	0.9	38	-7	3	-38	3	-16	-1
CCOC(=O)C1CCCN(C(=O)c2ccc3nc(-c4ccccc4)c(-c4ccccc4)nc3c2)C1 (stereo not drawn)	1	-3	.	14	-3	3	-14	-11	-23	5

Screens (PubChem BioAssay)
